High-throughput results as filed in PubChem.
ASAP1 inh: inhibitors of human ASAP1 ArfGAP activity, primary screen, biochemical, fluorescence polarization; Arf-GAP with SH3 domain, ANK repeat and PH domain-containing protein 1 (Homo sapiens), …; ASAP1-stimulated ARF1 GTP hydrolysis, GDP FP detection; inhibition, % at 16.5 µM; 360,000 tested, 0.19% active; in the data active = inhibition above about 25%;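 note: 0% = vehicle with enzyme and substrate and 100% = no enzyme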
ADAM17 inh: ADAM17 inhibitors, primary screen, biochemical, QFRET. recombinant ADAM17, EDANS/DABCYL FRET peptide cleavage. AID 720648, 2013. 370,000 tested, 0.83% active. inhibition, % at 6.95 µM;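 active = inhibition above the mean of compounds lying between control limits plus 3 SD, set per campaign, cut at about 8.5% in these data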;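 note: 0% = DMSO-only wells as the low control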
Target sequence (P78536 215-824 limits assumed): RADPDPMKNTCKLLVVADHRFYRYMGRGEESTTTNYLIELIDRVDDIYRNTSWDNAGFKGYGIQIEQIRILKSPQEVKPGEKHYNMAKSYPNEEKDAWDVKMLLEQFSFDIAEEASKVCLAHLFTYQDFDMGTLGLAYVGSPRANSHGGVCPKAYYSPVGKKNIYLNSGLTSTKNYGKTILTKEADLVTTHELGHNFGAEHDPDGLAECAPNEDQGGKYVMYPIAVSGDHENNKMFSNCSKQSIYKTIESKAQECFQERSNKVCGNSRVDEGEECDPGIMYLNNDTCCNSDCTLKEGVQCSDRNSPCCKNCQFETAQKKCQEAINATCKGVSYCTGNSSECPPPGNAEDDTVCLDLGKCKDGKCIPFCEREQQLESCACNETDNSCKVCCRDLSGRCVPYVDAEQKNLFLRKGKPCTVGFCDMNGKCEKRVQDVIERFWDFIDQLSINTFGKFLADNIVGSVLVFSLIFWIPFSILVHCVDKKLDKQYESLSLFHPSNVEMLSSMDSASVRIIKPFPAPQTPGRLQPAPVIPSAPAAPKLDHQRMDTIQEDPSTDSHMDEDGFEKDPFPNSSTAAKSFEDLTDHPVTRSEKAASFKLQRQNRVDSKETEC
LEDGF integ inh: blockers of LEDGF/p75-dependent integrase strand transfer – biochemical, TR-FRET, high throughput, primary screen. HIV-1 integrase (with human LEDGF/p75). TR-FRET IN-LEDGF/p75 DNA integration, Eu/Cy5. inhibition, % at 3.7 µM. 370,000 tested, 0.64% active;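 active = inhibition above the screen-wide mean plus 3 SD, cut at about 13% in these data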;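 note: signal is the Cy5 over europium emission ratio at 671 and 618 nm; 0% = plate median of compound wells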
ADAM10 inh: human ADAM10 inhibitors, primary screen, biochemical, QFRET, HTS; inhibition, % at 7 µM; recombinant ADAM10, EDANS/DABCYL FRET peptide cleavage, 3 h; 370,000 tested, 0.62% active; Disintegrin and metalloproteinase domain-containing protein 10 (Homo sapiens), O14672; AID 720582, 2013;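 active = inhibition above a per-campaign cutoff equal to the mean of compounds falling between control-based bounds plus 3 SD, cut at about 20% in these data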;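 note: 0% = DMSO wells while the 100% control is not disclosed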
TDP2 absorb: human TDP2 enzyme inhibitors, primary screen, biochemical, epi absorbance, recombinant enzyme. T5PNP hydrolysis, p-nitrophenol absorbance 415 nm. inhibition, % at 12.8 µM. 370,000 tested, 0.34% active. AID 720702, 2013;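 active = inhibition above the mean of all tested compounds plus 3 SD, set per campaign, cut at about 25% in these data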;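 note: 0% = DMSO with enzyme and 100% = buffer with substrate but no TDP2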
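Assay system: Recombinant human TDP2 | Quantity: 120 nM TDP2 per well | Incubation: 2 h at 37 °C | Signal: Epi absorbance | Evaluation: Percent inhibition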
PLC-gamma1 inh: PLC-gamma1 enzyme inhibitors, primary screen, biochemical, fluorescence, purified enzyme; 1-phosphatidylinositol 4,5-bisphosphate phosphodiesterase gamma-1 (Homo sapiens), P19174; fluorogenic substrate; inhibition, % at 12.2 µM; 370,000 tested, 0.84% active; in the data active = inhibition above about 9.5%
DDE Tn7 FP inh: inhibitors of Tn7 peptide binding to fibrin DD(E), primary screen, biochemical, fluorescence polarization, human fibrin, Tn7 probe; Fibrinogen beta chain (Homo sapiens), P02675; FP displacement of FITC-Tn7 peptide from fibrin DD(E); 0% = median of compound wells per plate; inhibition, % at 8.3 µM; 370,000 tested, 0.13% active; AID 720508, 2013;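 active = inhibition above the mean of compounds falling within the control limits plus 3 SD of them, cut at about 14% in these data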;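 note: 0% = plate median of compound wells and 100% = 10 µM Aha-Tn7 peptide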
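Assay system: Human fibrin DD(E) protein | Medium: Tris buffer with calcium and detergent, pH 7.8 | Reagent: 0.1 µM fluorescent Tn7 | Compound dosing: Single point at 8.3 µM | Times: 10 min preincubation, 3 h with tracer, room temperature | Detection: Fluorescence polarization of the labelled Tn7 tracer | Controls: Aha-Tn7 high control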
proKLK7 act: proKLK7 zymogen activators, primary screen, biochemical, fluorescence intensity; Kallikrein-7 (Homo sapiens), P49862; purified proKLK7, EDANS-DABCYL substrate fluorescence; 100% is mature enzyme control, 0% vehicle; activation, % at 7 µM; 370,000 tested, 0.9% active; AID 652039, 2013;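 active = activation above the mean of all tested compounds plus 3 SD, computed per campaign excluding outliers beyond control limits, cut at about 13% in these data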
Target sequence (P49862 whole entry, looked up): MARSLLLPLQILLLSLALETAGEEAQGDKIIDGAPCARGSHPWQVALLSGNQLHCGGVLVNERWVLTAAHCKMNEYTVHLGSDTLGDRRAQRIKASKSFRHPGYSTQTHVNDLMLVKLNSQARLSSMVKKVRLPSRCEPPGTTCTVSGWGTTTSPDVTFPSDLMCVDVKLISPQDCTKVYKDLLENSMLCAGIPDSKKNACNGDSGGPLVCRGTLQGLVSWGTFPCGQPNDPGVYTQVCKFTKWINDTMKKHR
Tn6 DDE FP: inhibitors of Tn6 peptide binding to fibrin DD(E), primary screen, biochemical, fluorescence polarization, human fibrin, Tn6 probe | Fibrin DD(E) TRITC-Tn6 fluorescence polarization displacement | inhibition, % at 8.3 µM | 370,000 tested, 0.21% active;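 active = inhibition above a per-campaign cutoff: mean of compounds within control limits plus 3 SD, cut at about 15% in these data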;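 note: 0% = median of all compound wells on the plate and 100% = blocking peptide control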
ARFGAP1 inh: inhibitors of rat ARFGAP1 GAP activity, primary screen, biochemical, fluorescence polarization, GDP tracer | ADP-ribosylation factor GTPase-activating protein 1 (Rattus norvegicus), Q62848 | Arfgap1-stimulated ARF1 GTP hydrolysis, GDP FP detection | inhibition, % at 16.5 µM | 360,000 tested, 0.26% active | AID 651572, 2012;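 active = inhibition above a per-plate limit, mean inhibition of low control wells plus 3 SD, cut at about 25% in these data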;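 note: 0% = DMSO wells with enzyme and 100% = wells lacking Arfgap1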
Target sequence (Q62848 1-136 limits assumed): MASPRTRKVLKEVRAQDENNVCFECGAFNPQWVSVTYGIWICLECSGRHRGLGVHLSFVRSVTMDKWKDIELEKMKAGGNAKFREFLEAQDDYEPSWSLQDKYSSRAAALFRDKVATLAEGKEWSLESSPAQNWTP
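Material – truncated rat Arfgap1 GAP domain · Buffer or medium – HEPES-based buffer, pH 7.5 · Reagent – human ARF1(Δ1-17)-GTP substrate · Dosing – 16.5 µM single point, 1.26% DMSO · Schedule – GTP hydrolysis reaction 2 h at 25 °C · Technique – GDP detection by fluorescence polarization · Benchmarks – No-Arfgap1 wells (100%) versus DMSO full-reaction wells (0%) · Repeats – single replicate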
Numbers without * were called inactive; i = inactive; · = no result given. Not a hit list; 4.2% or so of the library scored in one or more.

The first 3 compounds (preview)
SMILES	ASAP1 inh	ADAM17 inh	LEDGF integ inh	ADAM10 inh	TDP2 absorb	PLC-gamma1 inh	DDE Tn7 FP inh	proKLK7 act	Tn6 DDE FP	ARFGAP1 inh
CCOc1ccc(S(=O)(=O)Nc2ccc3c(c2)OCO3)c2cccnc12	1.3	-4.3	3.6	-12.7	-2.6	0.6	1.3	-0.7	-8.4	-2.1
O=C(Nc1cc(C(=O)Nc2ccccc2C(=O)O)cc(C(=O)Nc2ccccc2C(=O)O)c1)c1ccccc1	2.5	-3.5	0.1	0.0	3.5	-1.5	1.2	0.2	6.5	8.7
COc1ccccc1NC(=O)C(C)N1CCN(C/C=C/c2ccccc2)CC1 (configuration not stated)	1.4	-1.9	0.3	-13.1	-4.4	0.3	7.7	0.3	-1.1	-0.8

The listing, from the start:
SMILES	ASAP1 inh	ADAM17 inh	LEDGF integ inh	ADAM10 inh	TDP2 absorb	PLC-gamma1 inh	DDE Tn7 FP inh	proKLK7 act	Tn6 DDE FP	ARFGAP1 inh
CCOc1ccc(S(=O)(=O)Nc2ccc3c(c2)OCO3)c2cccnc12	1.3	-4.3	3.6	-12.7	-2.6	0.6	1.3	-0.7	-8.4	-2.1
O=C(Nc1cc(C(=O)Nc2ccccc2C(=O)O)cc(C(=O)Nc2ccccc2C(=O)O)c1)c1ccccc1	2.5	-3.5	0.1	0.0	3.5	-1.5	1.2	0.2	6.5	8.7
COc1ccccc1NC(=O)C(C)N1CCN(C/C=C/c2ccccc2)CC1 (configuration not stated)	1.4	-1.9	0.3	-13.1	-4.4	0.3	7.7	0.3	-1.1	-0.8
O=C(OCC(=O)N1CCOCC1)c1ccc2ccccc2c1	10.3	-7.9	-6.8	-56.8	-5.5	-1.8	0.4	1.2	4.5	10.2
Cc1ccc(OCC(=O)N/N=C2\CC(=O)CC(C)(C)C2)c(Br)c1	-0.8	-9.6	-3.2	-25.9	-7.4	-53.6	1.0	0.2	4.1	-4.6
CCOC(=O)C1CCCN(S(=O)(=O)c2ccccc2)C1 (configuration not stated)	18.0	-0.7	3.9	9.4	-2.1	0.7	-4.1	0.4	-2.4	-16.8
O=C(NCC1CCCO1)/C(=C\c1ccccc1)NC(=O)c1ccccc1 (configuration not stated)	4.5	-7.2	-5.0	-5.0	8.8	-2.7	4.0	0.0	7.3	13.7
O=C1[C@H]2[C@@H](c3ccccc3)N[C@]3(CCCN(CC4CCCCC4)C3=O)[C@H]2C(=O)N1Cc1ccccc1	2.7	-2.6	4.7	5.1	0.4	4.5	-5.7	1.0	-0.1	-1.8
C[C@H]1CN(CCc2ccccc2)C(=O)[C@@H]1CC(=O)NCc1ccccc1	2.7	-1.8	2.0	1.9	0.8	-1.1	1.2	0.6	-0.9	3.2
O=C(NCc1ccc(C(=O)N2CCCC2)cc1)c1cccc(Br)c1	·	-0.5	-1.2	1.4	0.0	-0.8	5.0	0.6	3.9	·
CCCn1cnc2sc(CC)cc2c1=O	3.8	1.7	2.9	-0.9	-13.1	2.3	0.6	-0.3	2.3	-4.3
O=C1NC[C@H](CCCCN2C[C@H](Cc3ccc(O)cc3)N(CCc3ccc(O)cc3)C(=O)C2=O)N(CCc2ccc(O)cc2)C1=O	-4.3	-1.1	-4.9	-14.8	-0.6	1.4	-4.8	0.0	-3.1	3.2
FC(F)(F)c1nc(=S)c2ccccc2[nH]1	-2.1	3.8	-4.9	8.0	-6.6	-2.9	-0.8	0.1	2.6	0.9
C=CCC[C@@H](Cc1ccc(F)cc1)C(=O)OCCNC(=O)[C@H](CC=C)CC(=O)NCCO	5.2	-4.2	-0.1	-2.6	-2.8	0.3	-0.7	-0.5	-3.2	9.8
COc1ccc(Cc2[nH]n3c(=O)c(Cl)c(C)nc3c2-c2ccccc2)cc1	-13.5	-4.3	1.1	2.2	0.8	-11.4	0.1	-0.2	3.3	2.2
CCOC(=O)c1cc(-c2ccccc2)n(CC(=O)Nc2cccc(OC)c2)c1C	14.4	4.1	2.2	6.9	0.5	4.6	-3.5	0.1	-0.2	5.3
OCc1ccccc1OCCOc1ccc(Cl)c2cccnc12	9.1	-20.7	0.8	-53.2	-0.3	-41.0	3.1	2.1	-4.1	7.5
COc1cccc(Nc2c(Nc3cccc(OC)c3)c(=O)c2=O)c1	20.9	-1.5	-1.3	-4.6	15.3	-2.7	-6.3	1.0	-7.0	5.6
COc1ccc(N=NC2C(=O)N(c3ccccc3)N=C2C)cc1 (configuration not stated)	7.8	-3.4	-1.3	-0.8	18.1	-1.9	2.6	-0.3	4.1	6.0
COc1ccc(S[C@]2(C(=O)N(C)C)CC(=O)N(C(=O)C3CC3)[C@@H]2c2ccc(OC)cc2)cc1	·	-0.6	0.2	-1.2	-3.7	0.1	1.2	0.3	1.4	·
CCOC(=O)C1(CCc2ccccc2)CCN(Cc2cnc(N(C)C)s2)CC1	0.5	-0.2	1.0	-0.5	2.6	2.3	0.4	0.0	4.2	-2.1
O=C1NC(CCc2ccccc2)C(=O)N1CCOc1ccccc1 (configuration not stated)	-0.2	-2.8	-2.0	-9.0	-11.2	-1.5	2.0	-0.5	2.7	10.2
Cc1ccc(-c2csc3ncnc(NS(=O)(=O)c4ccc(Cl)cc4)c23)cc1	0.1	-2.6	-2.7	0.7	2.2	0.5	0.8	-0.5	9.5	-4.5
O=C(Nc1ccccc1)Nc1nnc(-c2cccs2)s1	3.6	-7.1	-0.3	-24.7	4.0	-2.1	-4.2	-0.9	-1.1	6.0
COc1ccccc1OCCN1CSC(=S)N(C)C1	2.9	-0.7	2.3	-1.6	11.1	0.5	-4.0	-0.4	-4.4	2.5
CSc1nc(Cl)cc(N2CCOCC2)n1	7.0	1.8	-2.2	-3.8	1.7	5.5	-3.9	0.7	-5.4	5.9
CC(=O)c1ccc(-c2ccc([C@H]3[C@H]4C=CC[C@@H](C)[C@@H]4C(=O)N3Cc3ccccc3)c(F)c2)cc1	3.5	-2.3	0.4	-6.3	-6.4	0.6	5.1	-0.7	-1.3	2.8
CCOC(=O)c1cc(CC)sc1NC(=O)C1CC1	2.0	-0.4	0.8	-1.0	3.6	-1.6	3.3	-0.7	3.1	-3.2
COc1ccc(C(=O)N2CCNC(=O)C2CC(=O)Nc2cccc(Cl)c2Cl)cc1 (configuration not stated)	2.1	-3.6	1.4	-9.5	9.7	2.5	-4.9	0.1	3.7	2.8
Cc1cc2ncc(-c3cccs3)nc2cc1C	-9.5	-86.9	0.8	-237.1	7.3	-37.0	5.6	-0.5	4.0	15.3
CCOc1ccc(N(CC(=O)NCCc2ccc(C)cc2)S(=O)(=O)c2c(C)noc2C)cc1	8.8	-3.5	-1.9	0.2	-2.3	2.1	-3.0	-0.2	-7.0	-0.1
COc1ccc(/C=N/Nc2nc(-c3ccc(Cl)cc3)cc(C(F)(F)F)n2)c(OC)c1	2.4	-5.1	-3.2	-3.9	5.2	-2.5	6.3	-0.1	-0.4	-2.4
COc1cccc(NC(=O)CSc2nc3c(c(-c4ccco4)c2C#N)CCCC3)c1	3.0	-1.4	2.7	4.4	3.9	4.1	3.8	0.6	3.0	-5.8
CCCNC(=O)N(C)C[C@@H]1Oc2ncc(-c3ccncc3)cc2C(=O)N([C@H](C)CO)C[C@@H]1C	-7.7	-1.7	-5.5	-13.7	-2.2	-0.3	-2.0	0.6	4.2	-10.9
Fc1ccc(N2CCN(Cc3cnc(N4CCOCC4)s3)CC2)cc1	-3.8	0.1	3.0	-1.4	2.1	0.4	-10.0	0.6	1.2	0.6
COc1cc(/C=N/NC(=O)C2COc3ccccc3O2)ccc1O (configuration not stated)	-1.2	-10.5	0.3	-24.3	-8.3	-2.6	2.0	-4.9	-4.9	5.9
COc1ccc2cc(C3=CCCC3(C)C(=O)O)ccc2c1 (configuration not stated)	7.7	-29.6	1.7	-110.1	4.1	-65.3	-1.2	2.9	3.9	-7.6
Brc1ccccc1-c1nnc2sc(-c3ccc4c(c3)OCCO4)nn12	-9.7	1.2	3.3	-11.7	-18.4	3.9	-0.5	-0.3	-0.2	2.5
Cc1cccc(C)c1NC(=O)C(C)N1CCCC1 (configuration not stated)	-7.0	0.7	-1.2	-3.3	14.0	2.1	-0.5	0.8	-3.8	7.1
COC(=O)c1[nH]c2cc(OC)c(OC)cc2c1/C=N/Nc1ccccc1	-2.4	-162.3	-4.8	-339.7	3.6	i	3.8	-21.5	1.0	-9.2
Cc1cccc(NC(=O)CCC(=O)N/N=C/c2ccco2)c1C	10.7	1.7	0.0	-8.4	-5.8	0.0	-3.0	0.2	8.1	8.9
COc1ccccc1NS(=O)(=O)c1ccc2oc(=S)[nH]c2c1	-14.4	0.6	-1.1	4.7	-1.3	2.0	-7.8	0.1	3.8	3.6
CCOC(=O)c1nnn(CC(=O)N2N=C(c3cc(C)ccc3C)CC2c2ccc(OC)cc2)c1C(=O)OCC (configuration not stated)	4.4	7.0	0.0	16.9	-15.6	4.3	-4.9	-0.2	-4.3	11.6
COc1ccc(/C=C2\N=C(c3ccccc3Cl)NC2=O)cc1	15.1	2.4	-2.0	0.8	8.7	-9.8	-3.1	-0.1	-5.9	6.6
CC(OC(=O)Cn1cnc2ccccc2c1=O)C(=O)NCc1ccccc1 (configuration not stated)	-3.0	-1.4	0.5	-7.6	8.7	-0.9	0.9	0.3	4.6	-7.3
C=CCC[C@H](Cc1ccc(F)cc1)C(=O)OC[C@@H](Cc1c[nH]c2ccccc12)NC(=O)[C@H](CC=C)CC(=O)N[C@H](CO)Cc1ccccc1	3.4	3.7	-6.6	0.8	-4.1	-1.1	1.0	1.3	-1.7	14.0
COc1ccc(CNC(=O)COC(=O)CCCOc2ccc(Cl)cc2Cl)cc1	3.2	2.9	0.3	10.0	13.3	0.2	-1.6	0.3	3.2	0.2
